CAL PDZ FP-1: blocks peptide binding to the human CAL PDZ domain | Q9HD26 | actives 0.92% (n = 300,000) | purified CAL PDZ, TMR-peptide fluorescence polarization, 1 h | inhibition, % at 24.9 µM | AID 602252;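 active = mean inhibition of at least 30% with at least half of replicates also reaching 30%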;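 also: 0% = DMSO neutral control and 100% = excess unlabeled competitor peptide PRC23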
Rtt109 Vps75: inhibitors of Candida albicans Rtt109/Vps75 histone acetyltransferase; inhibition, % at 34.9 µM; actives 0.16% (n = 330,000); Q5AAJ8; AID 540336; purified Rtt109/Vps75, ThioGlo CoA-SH fluorescence, 4 h;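 active = inhibition of at least 50% in every replicate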
C-LANA FP: inhibitors of KSHV LANA C-terminal domain DNA binding | inhibition, % at 9 µM | MBP-C-LANA/FAM-LBS DNA binding, fluorescence polarization | AID 504423 | actives 0.078% (n = 340,000);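 active = highest replicate inhibition at or above 60% at 9 µM, even if other replicates fall short; inactive = all replicates below 60% inhibition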;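 also: 0% = neutral control wells and 100% = 4 µM acridine orange control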
CAL PDZ FP-2: human CAL PDZ-peptide interaction inhibition | Q9HD26 | purified CAL PDZ, TMR-peptide fluorescence polarization, 1 h | inhibition, % at 20 µM | actives 0.02% (n = 330,000) | AID 504414;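 active = highest replicate inhibition of at least 40%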;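 also: plate controls were DMSO neutral control wells for no effect and unlabeled competitor peptide control wells for full effect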
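Assay system – tagged CAL PDZ protein CerCALP, purified · Timing – 1 h at RT · Compound – single point, 20 µM · Measured by – fluorescence polarization from S- and P-plane intensities, G-factor corrected · Evaluation – inhibition from polarization loss · Probe or stimulus – TMR reporter peptide T*-PRC34 · Buffer or medium – pH 7.4 phosphate-saline buffer, reducing agent, detergent, IgG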
Keap1-Nrf2 PPI: inhibitors of human Keap1-Nrf2 protein-protein interaction | Keap1 Kelch-Nrf2 peptide fluorescence polarization, 1536-well | inhibition, % at 9.4 µM | actives 0.15% (n = 340,000); in the data active = inhibition above about 12%;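 also: human Keap1 Kelch domain with fluorescein labeled Nrf2 9mer peptide probe; 0% = neutral control wells and 100% = peptide positive control; higher means more block of Keap1 binding to Nrf2 peptide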
Target sequence (Q14145 whole entry, looked up, the tested form may be a part): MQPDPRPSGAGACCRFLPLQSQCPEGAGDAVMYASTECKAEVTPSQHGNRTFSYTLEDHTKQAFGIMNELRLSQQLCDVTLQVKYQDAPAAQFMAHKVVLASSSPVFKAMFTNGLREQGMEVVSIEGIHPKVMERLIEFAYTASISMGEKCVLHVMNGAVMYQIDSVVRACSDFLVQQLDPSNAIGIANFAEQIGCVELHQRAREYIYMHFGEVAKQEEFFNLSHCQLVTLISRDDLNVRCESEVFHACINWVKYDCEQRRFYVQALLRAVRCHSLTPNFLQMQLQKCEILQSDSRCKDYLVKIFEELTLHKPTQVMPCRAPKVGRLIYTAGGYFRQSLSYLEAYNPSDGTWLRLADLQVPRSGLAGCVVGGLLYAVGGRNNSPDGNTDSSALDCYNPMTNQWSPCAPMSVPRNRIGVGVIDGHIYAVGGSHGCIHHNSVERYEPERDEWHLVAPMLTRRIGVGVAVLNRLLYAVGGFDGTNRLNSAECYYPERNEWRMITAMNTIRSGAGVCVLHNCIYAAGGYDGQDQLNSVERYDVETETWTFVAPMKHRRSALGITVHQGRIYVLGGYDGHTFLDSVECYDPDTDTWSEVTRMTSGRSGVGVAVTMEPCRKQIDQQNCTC
DAGLB inhibitor: blocks human DAGLB lipase activity | HEK293T DAGLB membrane lysate, EnzChek fluorogenic substrate | inhibition, % at 5.17 µM | actives 0.059% (n = 340,000) | AID 504411; in the data active = inhibition above about 34%;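 also: 0% = enzyme with vehicle and 100% = wells lacking enzyme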
RTF Ca sens act: increases calcium sensitivity of human cardiac regulated thin filaments; actives 0.24% (n = 340,000); AID 493008; IANBD-labeled TnC RTF fluorescence at EC20 calcium; 0% EC20 calcium, 100% full calcium; activation, % at 7.2 µM; P19429+P45379;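 active = activation above the mean over all tested compounds plus 3 SD, cut at about 30% in these data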;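 also: rise in fluorescence read as greater calcium sensitivity of cardiac thin filaments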
RTF Ca sens inh: cardiac RTF calcium desensitization | P19429+P45379 | IANBD-labeled cardiac RTF, Ca2+ fluorescence | inhibition, % at 7.15 µM | actives 0.12% (n = 340,000) | AID 493244;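 active = inhibition above the mean inhibition of all tested compounds plus 3 SD, cut at about 17% in these data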;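 also: assay run at fixed EC70 calcium of 1.6 mM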
PKA-R2B act: activates the human PKA-R2B holoenzyme complex; PKA-R2B holoenzyme dissociation, Cy5-IP20 fluorescence polarization; R2B truncated from residue 108, S112A mutant; 0% DMSO only, 100% 113 µM cGMP; activation, % at 11.4 µM; AID 504700; P22694+P31323; actives 0.079% (n = 340,000);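 active = activation above a cutoff set at the mean over all compounds plus 3 SD, cut at about 18% in these data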;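 also: higher means more holoenzyme dissociation and a rise in polarization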
Target sequence (P31323 whole entry, looked up, other chains not shown, the tested form may be a part): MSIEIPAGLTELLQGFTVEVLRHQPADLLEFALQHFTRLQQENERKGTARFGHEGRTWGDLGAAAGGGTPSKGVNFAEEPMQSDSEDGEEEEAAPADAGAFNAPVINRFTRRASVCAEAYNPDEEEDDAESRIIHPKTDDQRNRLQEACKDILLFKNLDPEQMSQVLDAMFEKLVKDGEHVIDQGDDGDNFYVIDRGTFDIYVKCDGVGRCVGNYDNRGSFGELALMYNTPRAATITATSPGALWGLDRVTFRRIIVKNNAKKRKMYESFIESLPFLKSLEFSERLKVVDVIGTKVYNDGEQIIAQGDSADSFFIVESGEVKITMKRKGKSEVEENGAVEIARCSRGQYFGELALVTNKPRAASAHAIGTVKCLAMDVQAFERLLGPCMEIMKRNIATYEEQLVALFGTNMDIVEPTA
SR-BI DiI-HDL act: enhances SR-BI lipid uptake from DiI-HDL. CHO ldlA[mSR-BI] cells, DiI-HDL uptake fluorescence, 3 h; 100 = double the neutral-control signal. activation, % at 12.5 µM. actives 0.096% (n = 320,000);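 active = mean replicate activation of at least 60% and every replicate at or above 60%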;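 also: 0% = median plate neutral-control signal and 100% = twice that signal; values of inactives mirror those of a sister screen read the other way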
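System: CHO ldlA[mSR-BI] cells / Medium: HEPES-buffered (25 mM, pH 7.4) F12 plus 0.5% BSA / Probe or stimulus: labelled HDL, 10 µg/mL / Doses: single compound concentration, delivered by pin transfer / Schedule: 3 h, 37 °C / Measured by: DiI fluorescence, bottom read / Measure: cell-associated DiI fluorescence as measure of HDL uptake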
* marks the source's active call; other numbers are inactive results; i = inactive; x = no result given.

SMILES | CAL PDZ FP-1 | Rtt109 Vps75 | C-LANA FP | CAL PDZ FP-2 | Keap1-Nrf2 PPI | DAGLB inhibitor | RTF Ca sens act | RTF Ca sens inh | PKA-R2B act | SR-BI DiI-HDL act
CC(=O)N1c2ccc(S(=O)(=O)NCCC(=O)NCCc3ccc(Cl)cc3)cc2CC1C (stereo not drawn) | x | 7 | -1.6 | -4.3 | -1 | -2 | 1 | -12 | 1 | 2
CC(C)(C)OC(=O)C[C@H]1C/C=C\C[C@@H](CC(=O)N(CCO)Cc2ccccc2)C(=O)N[C@H](C(C)(C)C)COC1=O | -2 | 3 | -1.0 | -0.8 | 3 | 1 | -4 | -10 | 8 | 23
COc1ccc(S(=O)(=O)N(C)CC(=O)NCc2ccccc2)cc1OC | -3 | 2 | 1.0 | x | -2 | -2 | -4 | 5 | -1 | 44
CCOC(=O)N1CCC(NC(=O)C2=CCN(S(=O)(=O)c3ccccc3)CC2)CC1 | -3 | 1 | 1.9 | -1.2 | 0 | -2 | -7 | 2 | -14 | 9
COc1cccc(CNC(=O)c2ccc(CS(=O)c3ccccc3)o2)c1 (stereo not drawn) | -4 | 4 | -0.2 | -1.7 | 0 | 1 | 3 | 2 | 5 | 5
Clc1ccc(-n2cnnn2)cc1 | -4 | 17 | 0.0 | -1.3 | -4 | 0 | 2 | -5 | 4 | 9
CN(C)C(=O)c1ccc(N/C=C(\C=O)c2nc3ccccc3o2)cc1 | -5 | 4 | 1.3 | 0.4 | -5 | 3 | 5 | -1 | -3 | 11
CCCn1c(C)nc2c(c1=O)c1nc3ccccc3nc1n2CCC1=CCCCC1 | -2 | -7 | 5.8 | -0.6 | 5 | -1 | -6 | -10 | 1 | -35
O=C(c1cc2nc(-c3ccco3)cc(C(F)(F)F)n2n1)N1CCN(c2ccccn2)CC1 | -1 | 6 | -0.1 | -0.7 | -3 | 1 | 1 | 4 | 4 | x
O=C(CCN1CCCCC1)NCNC(=O)CCN1CCCCC1 | -1 | -6 | -1.1 | 1.0 | -1 | 1 | 2 | 1 | -7 | 7
CNC(CC(C)C)C(=O)NC1C(=O)NC(CC(N)=O)C(=O)NC2C(=O)NC3C(=O)NC(C(=O)NC(C(=O)O)c4cc(O)cc(O)c4-c4cc3ccc4O)C(O)c3ccc(c(Cl)c3)Oc3cc2cc(c3OC2OC(CO)C(O)C(O)C2OC2C[C@](C)(N)C(O)C(C)O2)Oc2ccc(cc2Cl)C1O (stereo partly drawn) | -4 | 3 | 1.5 | -0.1 | 1 | 2 | 3 | -14 | 9 | 11
O=C1NC(=O)C(Cc2ccccc2)(c2ccccc2)N1 (stereo not drawn) | 0 | -12 | x | -0.9 | -2 | -1 | -5 | 0 | 0 | 16
O=C(COC(=O)c1ccc(F)cc1F)Nc1ccc(Cl)cn1 | x | 6 | -1.3 | -0.7 | -5 | -5 | -3 | 6 | -3 | -7
O=C(CCC(=O)Nc1ccccc1)NNS(=O)(=O)c1ccc(Cl)cc1 | -4 | -6 | -0.3 | -2.4 | -3 | 2 | 1 | -9 | -8 | -3
COCCNc1ncnc2nc[nH]c12 | -7 | -2 | -0.7 | 0.0 | -1 | -1 | 7 | -10 | -1 | 11
S=C1NCN(Cc2cccnc2)CN1c1cccc(Cl)c1 | x | 2 | 16 | -0.4 | -3 | -1 | 5 | -2 | -11 | -7
O=C(CSc1nc2ccccc2nc1N1CCCCC1)Nc1ccc(F)cc1 | x | 1 | -1.4 | -1.4 | -4 | -11 | 0 | -1 | -14 | -15
O=C(Nc1ccccc1C(=O)NCCc1ccccc1)c1ccco1 | 1 | -3 | -1.6 | -1.7 | -5 | -1 | 1 | 3 | -8 | -2
Cc1cc(C)c(S(=O)(=O)Nc2ccc(C(N)=O)cc2)c(C)c1 | -2 | 4 | -1.7 | -0.3 | -5 | -4 | 13 | -7 | 1 | 24
Cc1[nH]c(=O)[nH]c(=O)c1S(=O)(=O)Nc1ccc(F)c([N+](=O)[O-])c1 | -4 | 0 | -0.2 | 0.6 | -1 | 0 | -3 | -11 | 3 | 11
O=C(/C=C/c1ccc(F)cc1)NCC1(c2ccccc2)CCOCC1 | -1 | x | 0.3 | -3.6 | -2 | -1 | -4 | -4 | -16 | -27
Cc1ccc(C)c(N2CCN(CCCNC(=O)Cn3cc4c(n3)CCC(C)C4)CC2)c1 (stereo not drawn) | -1 | -5 | 2.3 | 0.8 | -3 | -2 | 0 | -3 | 9 | -16
Cc1cccc2nc(CSc3nnc(N)s3)cn12 | 4 | 7 | 0.2 | 1.0 | -3 | -2 | 3 | -3 | -14 | 13
Cc1ccccc1OCc1nnc2n1CC(C)S2 (stereo not drawn) | -3 | -28 | -1.3 | -0.5 | -3 | 1 | -4 | -12 | 0 | 11
Cn1c(-c2ccsc2)c(-c2cccs2)c2cc(Br)ccc21 | -3 | -5 | 0.0 | -0.1 | -4 | -7 | 8 | 3 | -8 | -27
CC(C)C[C@H](NC(=O)c1nc[nH]c1C(=O)NCc1ccc(CNC(=O)OC(C)(C)C)cc1)C(=O)OCc1ccccc1 | 1 | 4 | 1.4 | -0.1 | 0 | -4 | 2 | -3 | -7 | 4
COc1cccc(-n2cc(CNC(=O)C3CCC(=O)N(C4CC4)C3)cn2)c1 (stereo not drawn) | -7 | -4 | 2.1 | -0.7 | -2 | 3 | -5 | 1 | 3 | -2
CN(CC(=O)Nc1cccc(F)c1)C(=O)c1ccccc1-n1cnnn1 | 9 | 46 | -1.0 | -2.5 | 3 | -4 | -11 | -6 | -7 | 6
Cc1coc2cc3oc(=O)c(CCC(=O)N4C[C@H]5C[C@@H](C4)c4cccc(=O)n4C5)c(C)c3cc12 | 0 | 0 | -1.3 | -1.9 | 0 | 0 | 6 | 1 | -2 | 0
CCC1=C(OC(=O)N(CC)CC)N2C(=O)OC(=NCC(=O)OC)[C@]2(C)[C@H]2C1=CC[C@H]1C(=O)NC(=O)[C@H]12 | 0 | -1 | 3.7 | -0.1 | -3 | 3 | 3 | 8 | -3 | 2
COc1ccc(S(=O)(=O)N2CCCC(C(=O)NCc3ccco3)C2)cc1Cl (stereo not drawn) | -4 | 2 | -1.3 | -0.1 | -1 | 2 | 2 | -7 | 3 | 6
COc1cc(CNCc2ccncc2)cc(OC)c1OC | x | -2 | 3.2 | 0.7 | -6 | 0 | 1 | 4 | 0 | -17
O=C(OC(C(=O)c1c[nH]c2ccccc12)c1ccccc1)c1cnccn1 (stereo not drawn) | -3 | 9 | 0.0 | -2.3 | 4 | -5 | 1 | -4 | -2 | 19
CCC(C)NC(=O)c1cc(C)no1 (stereo not drawn) | 0 | -1 | 1.2 | 0.0 | 1 | -1 | 6 | 5 | 4 | 16
CCOC(=O)C1=NN(c2cccc(C)c2)C2(S1)SC(C(C)=O)=C(C)N2c1ccccc1 (stereo not drawn) | 0 | -3 | 1.4 | 0.0 | 4 | -8 | -1 | -5 | 3 | -5
C=C(C)COc1ccc(-c2n[nH]c(C)c2-c2ccc(OC)cc2)c(O)c1 | -3 | 9 | 0.2 | -1.8 | -8 | -8 | 5 | -7 | -19 | -29
Cn1ccnc1SCc1cn2cc(Br)ccc2n1 | -3 | 0 | 1.7 | -0.5 | 0 | -2 | 7 | -7 | 5 | 9
O=C(Nc1nccs1)c1ncc(Cl)c(Cl)c1Cl | 2 | -3 | 1.6 | -2.3 | -2 | 0 | -7 | -15 | 10 | x
Cc1ccc(Cn2c(NS(=O)(=O)c3ccccc3)nc3ccccc32)cc1 | 2 | 0 | -2.1 | -1.1 | -2 | -3 | -9 | 4 | -3 | -18
Cc1nc2c([N+](=O)[O-])c(C)c(C)cc2[nH]1 | 2 | x | -0.4 | 0.1 | 1 | 0 | 2 | -8 | 2 | 3
CCOc1ccc(S(=O)(=O)Nc2cccc(C(=O)N3CCN(c4ccc(OC)cc4)CC3)c2)cc1 | -5 | 18 | -1.1 | -2.1 | 1 | -3 | 0 | -1 | -15 | 33
CC1CC(=O)c2cnc(N)nc2C1 (stereo not drawn) | 0 | 6 | -2.0 | 0.0 | 7 | 1 | -3 | -3 | 1 | 15
CCn1nc(C(=O)OCC(=O)N2CCc3ccccc32)c2ccccc2c1=O | -1 | 13 | -0.3 | -3.6 | 0 | -5 | 3 | -8 | 5 | -18
O=C(O)c1nn(Cc2csc(-c3ccccc3)n2)c(=O)c2ccccc12 | -4 | 6 | -0.5 | -1.8 | -5 | -3 | -2 | 7 | -4 | x
C=CCn1c(=N)c(C(=O)NCCCOC)cc2c(=O)n3cccc(C)c3nc21 | -1 | i | -5.4 | -1.4 | -3 | 4 | -3 | -1 | -4 | 6

Structural class: those above containing an aryl methoxy group (7)
SMILES | CAL PDZ FP-1 | Rtt109 Vps75 | C-LANA FP | CAL PDZ FP-2 | Keap1-Nrf2 PPI | DAGLB inhibitor | RTF Ca sens act | RTF Ca sens inh | PKA-R2B act | SR-BI DiI-HDL act
COc1ccc(S(=O)(=O)N(C)CC(=O)NCc2ccccc2)cc1OC | -3 | 2 | 1.0 | x | -2 | -2 | -4 | 5 | -1 | 44
COc1cccc(CNC(=O)c2ccc(CS(=O)c3ccccc3)o2)c1 (stereo not drawn) | -4 | 4 | -0.2 | -1.7 | 0 | 1 | 3 | 2 | 5 | 5
COc1cccc(-n2cc(CNC(=O)C3CCC(=O)N(C4CC4)C3)cn2)c1 (stereo not drawn) | -7 | -4 | 2.1 | -0.7 | -2 | 3 | -5 | 1 | 3 | -2
COc1ccc(S(=O)(=O)N2CCCC(C(=O)NCc3ccco3)C2)cc1Cl (stereo not drawn) | -4 | 2 | -1.3 | -0.1 | -1 | 2 | 2 | -7 | 3 | 6
COc1cc(CNCc2ccncc2)cc(OC)c1OC | x | -2 | 3.2 | 0.7 | -6 | 0 | 1 | 4 | 0 | -17
C=C(C)COc1ccc(-c2n[nH]c(C)c2-c2ccc(OC)cc2)c(O)c1 | -3 | 9 | 0.2 | -1.8 | -8 | -8 | 5 | -7 | -19 | -29
CCOc1ccc(S(=O)(=O)Nc2cccc(C(=O)N3CCN(c4ccc(OC)cc4)CC3)c2)cc1 | -5 | 18 | -1.1 | -2.1 | 1 | -3 | 0 | -1 | -15 | 33

Two entries picked at random from the list so far:
SMILES | CAL PDZ FP-1 | Rtt109 Vps75 | C-LANA FP | CAL PDZ FP-2 | Keap1-Nrf2 PPI | DAGLB inhibitor | RTF Ca sens act | RTF Ca sens inh | PKA-R2B act | SR-BI DiI-HDL act
CC1CC(=O)c2cnc(N)nc2C1 (stereo not drawn) | 0 | 6 | -2.0 | 0.0 | 7 | 1 | -3 | -3 | 1 | 15
O=C(O)c1nn(Cc2csc(-c3ccccc3)n2)c(=O)c2ccccc12 | -4 | 6 | -0.5 | -1.8 | -5 | -3 | -2 | 7 | -4 | x
